CHT PAM = allosterically activates the human high affinity choline transporter; Q9GZV3; CHT-expressing cells, membrane potential dye, choline EC20; stronger effect = higher value; LV-AA mutant CHT in HEK293 cells; B-score at 10 µM; 310,000 compounds, 0.49% hits; AID 488977;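 active means initial fluorescence not abnormally high and integrated response B-score, plate-corrected, over 3 SD above library mean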
Target sequence (Q9GZV3 whole entry, looked up): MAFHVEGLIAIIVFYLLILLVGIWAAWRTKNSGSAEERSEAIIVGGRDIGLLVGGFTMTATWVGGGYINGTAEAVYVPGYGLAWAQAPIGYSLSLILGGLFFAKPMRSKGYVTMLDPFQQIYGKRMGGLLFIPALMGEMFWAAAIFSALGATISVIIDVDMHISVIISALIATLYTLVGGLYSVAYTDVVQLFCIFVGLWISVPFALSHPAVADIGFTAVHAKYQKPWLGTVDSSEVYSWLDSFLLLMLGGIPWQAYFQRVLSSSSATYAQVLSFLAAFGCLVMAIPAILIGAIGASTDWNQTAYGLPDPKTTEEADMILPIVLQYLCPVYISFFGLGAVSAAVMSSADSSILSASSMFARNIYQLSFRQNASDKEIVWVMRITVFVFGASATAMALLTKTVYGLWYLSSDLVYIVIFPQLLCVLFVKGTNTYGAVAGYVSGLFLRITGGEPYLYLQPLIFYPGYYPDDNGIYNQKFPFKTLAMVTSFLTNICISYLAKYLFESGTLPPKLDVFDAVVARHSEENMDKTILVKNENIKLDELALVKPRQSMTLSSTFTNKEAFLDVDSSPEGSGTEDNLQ
OX1R antagonist = antagonists of human orexin 1 receptor; O43613; CHO/OX1R cells, Fluo-8 calcium fluorescence, orexin A; inhibition, % at 5 µM; 330,000 compounds, 0.43% hits;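 active means inhibition above its plate's threshold, mean inhibition of all tested compounds on the plate plus 3 SD, cut at about 37% in these data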;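 further: 0% = orexin A challenge wells and 100% = SB-334867-A antagonist wells; not every result past the cut was called active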
Target sequence (O43613 whole entry, looked up): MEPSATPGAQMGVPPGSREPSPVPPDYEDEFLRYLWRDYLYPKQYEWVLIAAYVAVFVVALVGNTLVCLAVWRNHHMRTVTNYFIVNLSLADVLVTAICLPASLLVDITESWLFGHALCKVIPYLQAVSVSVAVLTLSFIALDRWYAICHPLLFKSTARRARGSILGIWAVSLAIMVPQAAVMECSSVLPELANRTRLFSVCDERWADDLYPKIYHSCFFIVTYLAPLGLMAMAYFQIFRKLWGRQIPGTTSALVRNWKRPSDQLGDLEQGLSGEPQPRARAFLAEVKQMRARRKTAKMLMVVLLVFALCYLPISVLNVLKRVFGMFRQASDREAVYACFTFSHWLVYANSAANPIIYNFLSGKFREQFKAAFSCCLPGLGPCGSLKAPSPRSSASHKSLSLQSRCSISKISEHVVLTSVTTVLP
* hit, by the source's call; i = inactive; x = not tested or not shown. Compounds were not picked by outcome. About 0.8% of those tested had a hit in this group.

SMILES	CHT PAM	OX1R antagonist
Cc1nc(-c2ccccc2)nc2[nH]c(C(C)C)cc(=O)c12	i	-9
Cc1csc(/C(=N/OC(=O)c2ccco2)C(N)=O)n1	i	-7
CC(c1ccccc1)C1C(C#N)=C(N)OC2=C1C(=O)CCC2 (centres undefined)	i	-20
COc1ccc(OC)c(-n2c(-c3cccc(C)c3)n[nH]c2=S)c1	i	-14
COc1ccccc1N/C=C(\C#N)c1nc2ccccc2[nH]1	i	-14
NC(=O)CC(NC(=O)c1ccccc1)c1ccc(NC2CCCCC2)c([N+](=O)[O-])c1 (centres undefined)	i	-21
O=C(Nc1ccc(N2CCCCC2)cc1)c1ccc(F)cc1	i	-10
CCc1nc2ccc(C(=O)N3CCN(CC)CC3)cc2nc1CC	i	-20
Cc1ccc(NC(=O)c2cccc(OCc3c(C)noc3C)c2)cc1S(=O)(=O)Nc1ccccc1Cl	i	8
O=C(CCC(=O)c1ccccc1)Nc1ccc(C(=O)O)cc1	i	x
O=C(CN1CCN(S(=O)(=O)c2ccc(F)cc2)CC1)NC1CC1	i	-12
CCOc1ccc(NC(=O)c2cc(S(=O)(=O)N3CCOCC3)cn2C)cc1	i	-15
COc1cccc(NC(=O)CCC2CCN(C(=O)C3CC=CCC3)CC2)c1 (centres undefined)	i	-26
O=C(NCc1ccco1)c1cc2ccc(O)cc2oc1=O	i	-9
Cc1ccc(S(=O)(=O)N2CCN(C(=O)CSc3ncn[nH]3)CC2)c(C)c1	i	8
CC(C)(C)NC(=O)C(c1ccncc1)N(Cc1ccco1)C(=O)c1ccc(-c2ccccc2)[nH]1 (centres undefined)	i	-8
COc1ccc(C(=O)c2cnc(C(C)C)n2C)cc1	i	-4
Cc1cccc(S(=O)(=O)NCCc2cn3ccccc3n2)c1	i	-5
COc1ccc(OC)c(-n2c(C)nc3cc(C(=O)O)ccc32)c1	i	-11
COC(=O)c1cccc(NC(=O)c2cc3ccccc3o2)c1	i	-23
O=C(NC1CCS(=O)(=O)C1)N1CCCCC1 (centres undefined)	i	-15
CC(NC(=O)CN1C(=O)NC2(CCc3ccccc32)C1=O)c1ccc2c(c1)OCCO2 (centres undefined)	x	-5
O=C(Cn1cc([N+](=O)[O-])cn1)N1CCc2ccccc21	i	-6
Cc1cc(C)c(NC(=O)CNC(=O)Cc2sc(C)nc2-c2ccc(F)cc2)c(C)c1	i	-46

An excerpt from above in order of the OX1R antagonist value, high to low.
| structure | OX1R antagonist |
| --- | --- |
| CC(NC(=O)CN1C(=O)NC2(CCc3ccccc32)C1=O)c1ccc2c(c1)OCCO2 (centres undefined) | -5 |
| O=C(Cn1cc([N+](=O)[O-])cn1)N1CCc2ccccc21 | -6 |
| CC(C)(C)NC(=O)C(c1ccncc1)N(Cc1ccco1)C(=O)c1ccc(-c2ccccc2)[nH]1 (centres undefined) | -8 |
| O=C(NCc1ccco1)c1cc2ccc(O)cc2oc1=O | -9 |
| COc1ccc(OC)c(-n2c(C)nc3cc(C(=O)O)ccc32)c1 | -11 |

Additional results follow.
SMILES	CHT PAM	OX1R antagonist
CC1CCCCC12NC(=O)N(CC(=O)NCc1ccc3c(c1)OCO3)C2=O (centres undefined)	i	-14
CC(=O)N/C(=C\c1ccccc1)C(=O)NCc1ccc2c(c1)OCO2	i	-9
CC(C)c1ccc(N(CC(=O)NCc2cccnc2)S(=O)(=O)c2ccccc2)cc1	i	-31
NC(=O)c1ccc(NC(=O)Cc2ccc(S(=O)(=O)N3CCCCC3)cc2)cc1	x	4
Cc1ccc(NC(=O)CN(C)C(=O)c2cccc(S(=O)(=O)NCc3cccs3)c2)cc1	x	-5
COC(=O)c1cc(S(=O)(=O)NCCc2ccc(Cl)cc2)c[nH]1	i	-20
COc1nc(-c2cccs2)cc(-c2ccc(C)cc2)c1C#N	i	-24
O=C(Nc1ccc(F)cc1)N1CCN(c2nc3ccccc3s2)CC1	i	-6
O=C(NCC1COc2ccccc2O1)c1cccc(S(=O)(=O)NCc2ccccc2)c1 (centres undefined)	i	-9
CC1CCCC(NC(=O)CC2Nc3ccccc3NC2=O)C1C (centres undefined)	i	-27
CC1(C)CC(=O)c2cnc3nc4ccccc4n3c2C1	i	-7
O=c1cc(O)n(-c2ccc(F)cc2)c(=S)[nH]1	i	10
Cc1cc(/C=c2/sc3nc4ccccc4n3c2=O)c(C)n1-c1ccccn1	i	-23
Clc1ccc2oc(-c3ccccc3)nc2c1	i	-22
COc1cc2ccccc2cc1C(=O)N1CCCC1	i	-14
Cc1ccc(S(=O)(=O)c2nc(Nc3ccccc3N3CCOCC3)sc2Cl)cc1	i	1
COc1ccc(NC(=O)CSc2nnnn2C2CC3C=CC2C3)cc1 (centres undefined)	i	-22
CS(=O)(=O)c1ccc(C(=O)NCC2(N3CCOCC3)CCCCC2)cc1	x	-6
COc1cc(NC(=O)CCn2c(=O)[nH]c3ccsc3c2=O)cc(OC)c1	i	8
COC(=O)c1ccc(C2C(Oc3ccccc3C)C(=O)N2CCc2ccc(OC)c(OC)c2)cc1 (centres undefined)	i	-17
Cc1cc(=O)[nH]c(SCc2cc(=O)n3nc(C)sc3n2)n1	i	-11
Cn1c(=O)c(C(=O)c2ccccc2)c(O)c2ccccc21	i	-11
O=C(C1CCN(C2CCN(Cc3ccc4c(c3)CCO4)CC2)CC1)N1CCOCC1	i	-13
O=C(CN1c2cccc3cccc(c23)S1(=O)=O)Nc1ccc(F)c(F)c1F	x	-31
O=C(Nc1cccc(S(=O)(=O)NC2=NCCC2)c1)c1ccc(F)cc1	x	-2
CCCCC1=CC2=C(c3ccco3)C(=O)C(C)(OC(=O)c3ccc(OC)cc3)C(=O)C2=CN1Cc1ccccc1 (centres undefined)	i	-6
Cc1ccc2c(c1)N(CC(=O)NC1CCCCC1C)C(=O)CO2 (centres undefined)	i	-12
COc1ccccc1N1CCN(C(=O)c2cc(-c3ccc(F)cc3)on2)CC1	i	0
CCc1ccc2[nH]c(=O)c(CN(Cc3ccccc3OC)Cc3nnnn3Cc3ccco3)cc2c1	i	-20
CC1CCN(S(=O)(=O)c2cc(C(=O)N3CCN(c4ncccn4)CC3)ccc2Br)CC1	i	-42
Cc1cccc(NC(=O)CSc2nnc(CNC(=O)c3ccc(S(=O)(=O)N(C)C)cc3)n2-c2cccc(C)c2)c1	i	-33
C=C(C)c1cccc(C(C)(C)NC(=O)NC(c2ccccc2)c2ccc(OC)cc2)c1 (centres undefined)	i	-17
COC(=O)CCCC1=CC2=CC(=O)C(C)(OC(=O)c3ccc(Cl)nc3)C(=O)C2=CO1 (centres undefined)	i	3
Fc1ccccc1CNCc1ccc2c(c1)OCO2	i	-3
COc1ccccc1/C=N/NC(=O)c1cccc(NC(=O)c2ccccc2Cl)c1	i	-31
CSCCC(NC(=O)COc1ccccc1)C(=O)N1CCN(c2ccccc2)CC1 (centres undefined)	x	-4
CCCCC(=O)Nc1ccc(NC(=O)c2ccccc2OC)cn1	i	-7
CCCCCCCCOc1ccc(C(=O)O)cc1	x	11
COc1ccc(OC)c(CN2CCCC(CO)C2)c1 (centres undefined)	i	5
CCCCn1c(N)c(N(CC)C(=O)c2ccco2)c(=O)[nH]c1=O	x	-5
Cc1ncc(CN2CCC(C(=O)Nc3cccc(-c4cscn4)c3)CC2)cn1	i	-8
CCOC(=O)C1CCN(C(=O)CNS(=O)(=O)c2ccc(Br)s2)CC1	i	-20
CCCn1c2ccc(C)cc2c2n[nH]c(=S)nc21	i	-27
CCN1CCN(S(=O)(=O)c2cccc3nsnc23)CC1	i	-12
O=S(NC1CCCCC1)C12CC3CC(CC(C3)C1)C2 (centres undefined)	i	-16
O=C(c1cnn2c(C(F)F)cc(-c3ccccc3)nc12)N1CCSCC1	i	-6
O=C(CN1CCC(C(O)(c2ccccc2)c2ccccc2)CC1)Nc1cc(Cl)ccc1Cl	i	-20
c1cnc2c(OCc3cn4cccnc4n3)cccc2c1	i	-10
CC(C)N1CC2(c3ccccc3)CN(C(C)C)CC(c3ccccc3)(C1)C2=O	i	-23
Cc1cc(Nc2ccccc2)nc(-c2ccccc2O)n1	i	-6
O=C(CN1C(=O)C2C3C=CC(C3)C2C1=O)Nc1nc(SCc2ccc(Cl)cc2)n[nH]1 (centres undefined)	i	-4
Cc1ccc(C)c(NC(=O)c2cccc(Oc3ccc([N+](=O)[O-])cc3Cl)c2)c1	i	-46
Nc1nnc(N2CCc3ccccc32)s1	i	0
O=C(Nc1ccc(S(=O)(=O)Nc2nccs2)cc1)c1c(F)c(F)c(F)c(F)c1F	i	-20
CCCCn1c(SCc2nc(N)nc(N3CCCCC3)n2)nc2c1c(=O)n(C)c(=O)n2C	i	3
Cc1cc(C)c2c(N)c(C(=O)c3ccccc3)sc2n1	i	-16
COCCCNC(=O)/C=C/c1ccc(Cl)cc1	i	-10
Cc1c(Cl)c([N+](=O)[O-])nn1CC(=O)NC12CC3CC(CC(C3)C1)C2	i	-5
Cn1c(/C(C#N)=C/C2CC=CCC2)nc2ccccc21 (centres undefined)	i	-7
CC(=O)Nc1ccc(C(=O)/C=C/c2ccc[nH]2)cc1	i	-11

An excerpt from above in order of length of the SMILES, low to high:
SMILES	CHT PAM	OX1R antagonist
Nc1nnc(N2CCc3ccccc32)s1	i	0
CCCCCCCCOc1ccc(C(=O)O)cc1	x	11
Fc1ccccc1CNCc1ccc2c(c1)OCO2	i	-3
COCCCNC(=O)/C=C/c1ccc(Cl)cc1	i	-10
COc1ccc(OC)c(CN2CCCC(CO)C2)c1 (centres undefined)	i	5
c1cnc2c(OCc3cn4cccnc4n3)cccc2c1	i	-10
CCCn1c2ccc(C)cc2c2n[nH]c(=S)nc21	i	-27
CCN1CCN(S(=O)(=O)c2cccc3nsnc23)CC1	i	-12
Cn1c(/C(C#N)=C/C2CC=CCC2)nc2ccccc21 (centres undefined)	i	-7
CCCCC(=O)Nc1ccc(NC(=O)c2ccccc2OC)cn1	i	-7
CC(=O)Nc1ccc(C(=O)/C=C/c2ccc[nH]2)cc1	i	-11
Cc1ccc2c(c1)N(CC(=O)NC1CCCCC1C)C(=O)CO2 (centres undefined)	i	-12
CCCCn1c(N)c(N(CC)C(=O)c2ccco2)c(=O)[nH]c1=O	x	-5
O=C(c1cnn2c(C(F)F)cc(-c3ccccc3)nc12)N1CCSCC1	i	-6
CCOC(=O)C1CCN(C(=O)CNS(=O)(=O)c2ccc(Br)s2)CC1	i	-20
COc1ccccc1N1CCN(C(=O)c2cc(-c3ccc(F)cc3)on2)CC1	i	0
COc1ccccc1/C=N/NC(=O)c1cccc(NC(=O)c2ccccc2Cl)c1	i	-31
CC(C)N1CC2(c3ccccc3)CN(C(C)C)CC(c3ccccc3)(C1)C2=O	i	-23
O=C(CN1CCC(C(O)(c2ccccc2)c2ccccc2)CC1)Nc1cc(Cl)ccc1Cl	i	-20
O=C(Nc1ccc(S(=O)(=O)Nc2nccs2)cc1)c1c(F)c(F)c(F)c(F)c1F	i	-20
Cc1ccc(C)c(NC(=O)c2cccc(Oc3ccc([N+](=O)[O-])cc3Cl)c2)c1	i	-46
CCc1ccc2[nH]c(=O)c(CN(Cc3ccccc3OC)Cc3nnnn3Cc3ccco3)cc2c1	i	-20
O=C(CN1C(=O)C2C3C=CC(C3)C2C1=O)Nc1nc(SCc2ccc(Cl)cc2)n[nH]1 (centres undefined)	i	-4
Cc1cccc(NC(=O)CSc2nnc(CNC(=O)c3ccc(S(=O)(=O)N(C)C)cc3)n2-c2cccc(C)c2)c1	i	-33

Additional compounds follow:
SMILES	CHT PAM	OX1R antagonist
CSCC(C)N1CCC(N2CCC(C(=O)NCc3ccccn3)CC2)CC1 (centres undefined)	i	7
CN1CCN(C(=O)CN(Cc2ccccc2)S(C)(=O)=O)CC1	i	-4
COc1ccc(C(CCN(Cc2ccc(OC)c(OC)c2)C(=O)CCl)c2ccccc2)cc1 (centres undefined)	i	-23
Cn1c(=O)oc2cc(S(=O)(=O)NCCC(=O)NCCc3ccc(Cl)cc3)ccc21	i	-19
Cc1ccc(S(=O)(=O)NNC(=O)c2ccc3ccccc3n2)cc1	i	-20
Nc1nnc(COc2cccc(C(F)(F)F)c2)s1	i	-2
Cc1ccc(C(=O)C2CCN(C(=S)NCCCOC(C)C)CC2)cc1	i	-31
Cc1ccc(C)c(C(C)NC(=O)Cc2cccs2)c1 (centres undefined)	i	-12
NC(=O)c1nsc(C(=O)N(CC(=O)NCc2ccccc2)c2cccc(F)c2)c1N	i	-29
CC(C)C(c1nnnn1C1CCCCC1)N1CCN(C(=O)c2ccco2)CC1 (centres undefined)	i	-13
Cc1ccc(OCC(=O)Nc2ccc3c4c(cccc24)CC3)c(C)c1	i	-12
CC1CCN(Cc2c(C(=O)N/N=C/c3ccc(C(C)(C)C)cc3)nnn2-c2nonc2N)CC1	7*	-39
Cn1cncc1C#Cc1c(-c2ccc(S(C)(=O)=O)cc2)sc2ccccc12	x	19
O=C(C[C@H]1C/C=C\CC[C@@H](Cc2ccc(F)cc2)C(=O)OC[C@H]2CCCN2C1=O)N[C@@H](CO)Cc1ccccc1	x	15
